# High-throughput results: PubChem BioAssay, National Center for Advancing Translational Sciences (NCATS)
# Nrf2 activator – activates Nrf2 signaling; AREc32 ARE-luciferase reporter (MCF7-derived line), luminescence, 24 h; Potency, µM (top dose mostly 46.1 µM), inactives show at the top dose activation, hits mostly activators; actives 0.31% (n = 410,000); AID 624171; further: potency means the concentration at half of the fitted maximal effect; % of control where 0% means no effect; nearly all actives have a fitted effect of over 65% in size
#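 AREc32 cells carrying an ARE-driven firefly luciferase reporter were seeded at 1000 cells/well in OPTI-MEM with 5% FBS, then exposed to compound for 24 hr at 37 deg C. Luminescence was read with Steady-Glo after 30 min at RT.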
# HepG2 viability – HepG2 cytotoxicity, counter-screen for TGF-b inhibitors; HepG2 CAGA-GFP viability, ATP luminescence, 18 h; Potency, µM (series often up to 46.1 µM), for the others: at the highest dose activity change, negative = cytotoxicity, most hits filed as cytotoxic; actives 0.76% (n = 410,000); AID 588856; further: potency means the concentration at half of the fitted maximal effect; some results filed as inactive show a strong effect at the top dose
#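 HepG2 CAGA-GFP cells (1000/well, DMEM with 1% FBS) received compound, then TGF-beta at 500 pg/mL final, and were incubated 18 hours at 37 degrees C. Viability was read by CellTiter-Glo luminescence. Media-only wells were set as complete cell-killing and DMSO as no toxicity.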
# MCF10A rereplic – induces DNA re-replication in MCF 10a normal breast cells. MCF 10A DNA re-replication, Hoechst nuclear intensity, 48 h. Potency, µM (top dose mostly 46.1 µM), inactives show top-dose activity, positive = re-replication, actives largely listed as activators. actives 2.9% (n = 350,000). AID 624296; further: potency means the concentration at half of the fitted maximal effect; % of control where 0% means no effect; nearly all actives have a fitted effect of over 50% in size
# A549 tox – A549 cytotoxicity, counter-screen for Nrf2 inhibitors | Potency, µM (doses to about 46 µM), for the others: at the highest dose activity change, negative = cytotoxicity, usual class: inhibitors | actives 0.16% (n = 390,000) | A549 ARE-Fluc cells, CellTiter-Fluor viability, 18-24 h; further: potency means the concentration at half of the fitted maximal effect; on the % scale 0 is the no-effect control and ±100 the full control effect
#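 A549 ARE_Fluc cells in 5% FBS OPTI-MEM were exposed to compounds in concentration-response for 18-24 h at 37 deg C. Viability was read by CellTiter-Fluor fluorescence (Ex 405/Em 525) after 30 min, before the luciferase read.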
# S2 tox – viability counter-screen for ATXN expression inhibitors | AID 651635 | S2 cells (HEK-293 line with an ATXN2-luciferase reporter) viability, CellTiter-Fluor protease fluorescence, 24 h | Potency, µM (doses to about 56.7 µM), most hits filed as cytotoxic | actives 0.49% (n = 400,000); further: potency means the concentration at half of the fitted maximal effect; nearly all actives have a fitted effect of over 40% in size
# TGFb SMAD3 inh – inhibitors of TGF-b signaling; HepG2 CAGA-GFP TGF-b/SMAD3 reporter, GFP fluorescence, 18 h; TGF-beta stimulated, 500 pg/mL final; Potency, µM (titrated, usually from 46.1 µM), inactives show top-dose activity, negative = inhibition, actives largely listed as inhibitors; actives 1.2% (n = 410,000); AID 588855; further: potency means the concentration at half of the fitted maximal effect; on the % scale 0 is the no-effect control and ±100 the full control effect; nearly all actives have a fitted effect of over 65% in size
#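 GFP signal (ex488/em500-530) from TGF-beta-stimulated HEPG2 CAGA-GFP cells, 500 pg/mL final, 18 h at 37 degrees C in DMEM plus 1% FBS, normalized to unstimulated and DMSO-stimulated controls.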
# ATXN2 expr inh – ATXN2 expression inhibition | HEK-293 ATXN2-luciferase reporter, luminescence, 24 h | actives 0.72% (n = 360,000) | Potency, µM (titrated, usually from 57 µM), for inactives: at the highest dose activity change, negative = inhibition, hits mostly inhibitors; further: potency means the concentration at half of the fitted maximal effect; on the % scale 0 is the no-effect control and ±100 the full control effect; nearly all actives have a fitted effect of over 55% in size
#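 ATXN2-luciferase reporter cells (luciferase flanked by upstream and downstream ATXN2 gene portions) were treated 24 h at 37 °C with compounds at up to 57 uM. SteadyGlo luminescence gave expression; GF-AFC fluorescence gave viability.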
# Nrf2 inh – blocks Nrf2 signaling; A549 ARE-Fluc reporter, luciferase luminescence, 18-24 h; Potency, µM (doses to about 46 µM), without a hit: top-dose activity change, negative = inhibition, hits mostly inhibitors; actives 2.1% (n = 360,000); further: potency means the concentration at half of the fitted maximal effect; on the % scale 0 is the no-effect control and ±100 the full control effect; nearly all actives have a fitted effect of over 60% in size
#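 In this cell-based qHTS, ARE-driven firefly luciferase in A549 cells reports Nrf2 activity; the luminescent signal after BugLite lysis is the measured value, with a prior CellTiter-Fluor read for cell health.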
# IL1B secr inh – blocks inflammasome-driven IL-1 beta release | AID 743279 | THP-1 LPS/ATP IL-1B secretion, AlphaLISA, 16 h; hits give low values | activity change, % at 57.5 µM | actives 4.7% (n = 360,000); in the data active means activity change below about -50%; inconclusive means mostly about -30% to -49%; further: on the % scale 0 is the no-effect control and ±100 the full control effect
#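 THP-1 cells pretreated 1 hr with compounds (up to 57.5 uM final), then stimulated with LPS (250 ng/mL final) plus ATP (1.25 mM final); secreted IL-1B measured by AlphaLISA after 16 hr, decreased signal indicating inhibition.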
# Starred values were filed as active, the others as inactive; i = inactive; ? = inconclusive; · = no result given; [ ] = another dose, or the depositor's remark. Unless noted, the call rests on the fitted dose curve; in most records, active means well fitted curve in the direction sought with a large enough effect; inconclusive means small, poorly fitted or top-dose-only effect, or another doubt; inactive means no such curve, though single readings can be large; an effect the other way counts as inactive or inconclusive.
1. COc1ccc(CNS(=O)(=O)c2cc(C(=O)Nc3cc(Cl)cc(Cl)c3)ccc2F)cc1
2. Cc1cc(NC(=O)NCC(F)(F)F)no1
3. Cc1ccccc1C(=O)Nc1cccc(OCc2cc(=O)n3c(C)csc3n2)c1
4. CC(=O)NS(=O)(=O)c1ccc(NC(=O)c2ccc3c(c2)OCO3)cc1
5. O=C(NCc1ccccc1)C1=C[C@H](c2ccc(C(F)(F)F)cc2)C[C@H](OCCCCO)O1
6. CC1CCN(C(=S)c2ccc(-c3ccc(Cl)cc3Cl)o2)CC1
7. CCCN(CC(=O)Nc1ccccc1C)C(=O)CSc1ccccc1C
8. COc1ccc(CCNC(=O)c2ccc(S(=O)(=O)N3CCCCC3)cc2)cc1

Assay by compound	1	2	3	4	5	6	7	8
Nrf2 activator	-2.3%	-0.3%	0.5%	0.1%	13%	2.5%	-0.5%	0.2%
HepG2 viability	10µM*	0%	1%	4%	-17%	-22%	-1%	-14%
MCF10A rereplic	·	-8%	·	4%	?	?	-1%	0%
A549 tox	-3%	-5%	0%	-6%	-22%	?	-2%	8%
S2 tox	·	i	i	?	i	i	?	i
TGFb SMAD3 inh	7.1µM*	8%	4%	6%	-25%	4%	4%	3%
ATXN2 expr inh	·	-17%	2%	35%	-23%	49%[activator]	·	·
Nrf2 inh	·	-2%	11%	-7%	?	?	7%	?
IL1B secr inh	·	6	·	15	-17	-12	-13	22

9. Cc1ccc(Nc2c(-c3cccs3)nc3nc(C)cc(C)n23)cc1
10. Cc1ccc(NC(=O)CCN2C(=O)c3ccccc3C2=O)c(C)c1
11. CC(C)(C)C(=O)Nc1nnc(CCc2ccccc2)s1
12. FC(F)(F)c1cc(-c2ccco2)nc(-n2cnc3ccccc32)n1
13. Cc1c(NC(=O)COc2ccc3ccc(=O)oc3c2)c(=O)n(-c2ccccc2)n1C
14. CN(C)CCN(Cc1ccccc1)S(=O)(=O)c1ccc(-c2cc(C(F)(F)F)on2)s1
15. CCS(=O)(=O)N1CCN(C(=O)C(c2ccccc2)c2ccccc2)CC1
16. C=CCn1cc(-c2ccc(Cl)cc2)cc(C#N)c1=O

Assay by compound	9	10	11	12	13	14	15	16
Nrf2 activator	7.8%	-0.2%	4.9%	?	-0.3%	5.1%	-0.4%	-1.1%
HepG2 viability	-29%	-1%	2%	-11%	-5%	-107%	3%	-15%
MCF10A rereplic	·	-5%	7%	-21%	0%	·	1%	2%
A549 tox	-3%	-5%	0%	8%	2%	10%	-3%	0%
S2 tox	·	i	i	i	i	·	·	i
TGFb SMAD3 inh	?	2%	-1%	-2%	-3%	-31%	-9%	17%
ATXN2 expr inh	·	17%	73%[activator]	?	4%	·	·	0%
Nrf2 inh	?	-16%	?	·	-3%	-21%	6%	-8%
IL1B secr inh	·	-14	24	34	3	·	-5	-25

17. O=C(Nc1cccc(-c2cnc3ccccc3n2)c1)C1CC(=O)N(c2ccccc2)C1 (stereo unspecified)
18. O=C(Nc1cccc(C(=O)N2CCOCC2)c1)c1ccccc1Cl
19. Cc1cc(C)cc(NC(=O)C2CCN(c3nnc(-n4c(C)ccc4C)s3)CC2)c1
20. COc1cccc(N2CCN(S(=O)(=O)c3cccc4nsnc34)CC2)c1
21. Cc1cc(=O)nc2c3ccccc3n(C(C)C(=O)Nc3cc(F)ccc3F)n12 (stereo unspecified)
22. CC(C)CCn1c(=O)c2ccccc2n2c(CN3CCCC3)nnc12
23. O=C(NC1CCCC1)C(c1ccncc1)N(C(=O)c1csnn1)c1ccc(F)c(Cl)c1 (stereo unspecified)
24. COCCNC(=O)c1ccc(CS(=O)(=O)c2ccc(Cl)cc2)o1

Assay by compound	17	18	19	20	21	22	23	24
Nrf2 activator	4.7%	2.6%	15%	-0.2%	0.2%	0.4%	10.0%	-0.2%
HepG2 viability	0%	-6%	-14%	6%	26%	-3%	-9%	-15%
MCF10A rereplic	?	-5%	·	-2%	0%	-3%	11%	-15%
A549 tox	-13%	7%	-3%	-3%	15%	-3%	-5%	1%
S2 tox	?	i	·	i	i	?	i	i
TGFb SMAD3 inh	-22%	-3%	·	1%	-1%	-1%	-24%	?
ATXN2 expr inh	-15%	-1%	·	2%	·	-7%	0%	-5%
Nrf2 inh	-16%	1%	-5%	-16%	0%	16%	3%	0%
IL1B secr inh	i	0	·	10	15	-5	-18	19

25. COc1cccc(CNC(=O)c2cc(S(=O)(=O)N3CCOCC3)ccc2N2CCCC2)c1
26. CC1(C(=O)NCCC(F)(F)F)Cc2c(-c3ccccc3)ccnc2O1 (stereo unspecified)
27. COc1cccc(CNC(=O)C(=O)NCC(c2cccs2)S(=O)(=O)c2cccs2)c1 (stereo unspecified)
28. O=C(CSC1=Nc2ccccc2C2=NC(CCC(=O)NC3CCCCC3)C(=O)N12)Nc1cccc(C(F)(F)F)c1 (stereo unspecified)
29. Cc1c(Cl)c([N+](=O)[O-])nn1CCCC(=O)Nc1cccnc1
30. COc1ccccc1OCCSc1nc(N)cc(N)n1
31. CCn1c(SCC(=O)NNC(=O)c2ccco2)nnc1-c1ccco1
32. Cn1c(N)c(C(=O)COC(=O)c2ccc(OC(F)F)cc2)c(=O)n(C)c1=O

Assay by compound	25	26	27	28	29	30	31	32
Nrf2 activator	-0.2%	-0.8%[9.22 µM]	12%	0.9%	0.2%	2.0%	-0.2%	0.3%
HepG2 viability	-12%	-18%	-32%	-24%	-1%	-15%	14%	2%
MCF10A rereplic	-1%	·	·	·	2%	-2%	-7%	-1%
A549 tox	1%	·	-5%	?	29%	1%	10%	1%
S2 tox	i	i	?	i	i	i	i	i
TGFb SMAD3 inh	-4%	16%	?	-27%	-27%	17%	4%	35%
ATXN2 expr inh	·	-13%	-18%	-3%	·	46%[activator]	20%[11.3 µM]	·
Nrf2 inh	-9%	·	·	12µM*	-5%	21%	3%	-4%
IL1B secr inh	-15	0	·	·	-19	-5	8	0

# An excerpt from above in order of molar mass, ascending.
30. COc1ccccc1OCCSc1nc(N)cc(N)n1
29. Cc1c(Cl)c([N+](=O)[O-])nn1CCCC(=O)Nc1cccnc1
26. CC1(C(=O)NCCC(F)(F)F)Cc2c(-c3ccccc3)ccnc2O1 (stereo unspecified)

Assay by compound	30	29	26
Nrf2 activator	2.0%	0.2%	-0.8%[9.22 µM]
HepG2 viability	-15%	-1%	-18%
MCF10A rereplic	-2%	2%	·
A549 tox	1%	29%	·
S2 tox	i	i	i
TGFb SMAD3 inh	17%	-27%	16%
ATXN2 expr inh	46%[activator]	·	-13%
Nrf2 inh	21%	-5%	·
IL1B secr inh	-5	-19	0

# The list continues:
33. O=C(Oc1ccc2ccc(=O)oc2c1)C1CCCCC1
34. O=C(NCCN1CCN(C(=O)NC2CCCCC2)CC1)NC1CCCCC1
35. Cc1ccc(C)c(-n2c(SCC(=O)N3CCCC3)nnc2-c2ccccn2)c1
36. Cc1onc(-c2c(F)cccc2Cl)c1C(=O)c1ccc(F)cc1
37. O=C(NC1=NCCS1)C1CC(=O)N(c2ccccc2)C1 (stereo unspecified)
38. CC1CCN(S(=O)(=O)c2ccc3c(c2)N(CC(=O)NCCCN2CC(C)CC(C)C2)C(=O)CS3)CC1 (stereo unspecified)
39. COc1ccc2cc3cc(C(=O)N4CCN(c5ccccc5F)CC4)oc3nc2c1
40. Cn1cc(S(=O)(=O)N2CCC3(CC2)OCCO3)c(=O)n(C)c1=O

Assay by compound	33	34	35	36	37	38	39	40
Nrf2 activator	-0.4%	0.0%	-0.6%	-0.1%	-0.8%	0.4%	-0.3%	0.2%
HepG2 viability	-30%	11%	-5%	5%	-13%	-14%	-5%	-1%
MCF10A rereplic	-2%	1%	3%	0%	6%	14%	·	-2%
A549 tox	3%	-1%	0%	2%	2%	?	5%	1%
S2 tox	i	i	i	i	i	i	i	i
TGFb SMAD3 inh	3%	3%	-7%	-25%	-5%	0%	?	11%
ATXN2 expr inh	5%	-5%	4%	9%	-1%	-2%	6%	-25%
Nrf2 inh	-4%	1%	17%	-9%	2%	3%	-4%	3%
IL1B secr inh	14	-7	7	10	4	-6	·	19

41. Cc1c([N+](=O)[O-])cc(S(=O)(=O)Nc2ccc(-c3ccc(N4CCCC4)nn3)cc2)cc1[N+](=O)[O-]
42. C/C(=N\N=C1\NC(=O)C(CC(=O)NCc2ccccc2)S1)C(C)C (stereo unspecified)
43. Cc1c(C(=O)O)[nH]c2c1C(=O)CC(c1ccc(C(C)(C)C)cc1)C2 (stereo unspecified)
44. COc1cc(C(=O)Nc2ccc3c(c2)OCO3)ccc1OCc1c(C)noc1C
45. Cc1cc(C(=O)CN2C(=O)C(=O)N(Cc3ccccc3)C2=O)c(C)n1CC1COc2ccccc2O1 (stereo unspecified)
46. NS(=O)(=O)c1ccc(CCNC(=O)/C=C/c2ccc(S(=O)(=O)N3CCOCC3)cc2)cc1
47. CCOc1c(OC(C)=O)ccc(/C=C2\N=C(SCC)SC2=O)c1[N+](=O)[O-]
48. Cn1cc(C(=O)NCCc2ccc(Cl)cc2)c(=O)c2cc(S(=O)(=O)N3CCOCC3)ccc21
49. COc1cccc2c1Oc1ncccc1N(c1ccc(C(=O)NCc3cccc(C)c3)s1)C2

Assay by compound	41	42	43	44	45	46	47	48	49
Nrf2 activator	0.1%	0.5%	0.7%	0.2%	-0.1%	0.2%	0.0%	-0.6%	0.5%
HepG2 viability	9%	-16%	-2%	-11%	-10%	14%	-18%	3%	0%
MCF10A rereplic	9%	-5%	1%	14%	4.6µM*	-6%	4%	·	·
A549 tox	-5%	-8%	-6%	-14%	-7%	1%	-5%	2%	-3%
S2 tox	i	i	i	i	i	i	i	i	·
TGFb SMAD3 inh	?	0%	10%	-8%	0%	14%	7%	14%	2%
ATXN2 expr inh	10%	·	53%[activator]	1%	-1%	6%	-6%	3%	·
Nrf2 inh	-15%	0%	?	?	?	2%	0%	-5%	?
IL1B secr inh	9	0	12	-9	-7	0	26	·	·
